Source: PubChem (National Center for Advancing Translational Sciences (NCATS))
TRb SRC2 PPI – inhibitors of human thyroid hormone receptor beta-SRC2 interaction | P10828 | TRbeta-SRC2 peptide binding, fluorescence polarization; receptor liganded with 1 µM T3 | Potency, µM (top dose mostly 106 µM), without a hit: at the highest dose activity change, negative = inhibition, most hits filed as inhibitors | 280,000 tested, 0.065% active | AID 1469;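 also: plate controls were bound peptide for no effect and peptide without receptor for full effect; nearly all actives have a fitted effect of over 50% in size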
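Polarization signal, normalized between peptide-alone and full complex controls, measured compound effects on T3-liganded human TRb LBD (0.6 uM) binding 20 nM Texas Red SRC2 peptide after 5 hr.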
RGS12 GoLoco inh – blocks human Gai1 binding to RGS12 GoLoco peptide, red readout | P63096 | Gai1:RGS12 GoLoco peptide FP, rhodamine, 10 min | Potency, µM (highest dose often 61.6 µM), inactives show at the highest dose activity, negative = inhibition, actives largely listed as inhibitors | 230,000 tested, 0.44% active | AID 880; active = well fitted inhibition curve with a large enough effect, not every such curve was filed as active; inactive = no such curve, though single readings can be large or run the other way; also: nearly all actives have a fitted effect of over 30% in size; many of its hits are not listed in these tables
Tau fibril ThT – blocks human tau fibril formation measured by thioflavin T; 270,000 tested, 2.1% active; Potency, µM (highest dose often 57.4 µM), for inactives: top-dose activity, negative = inhibition, actives largely listed as inhibitors; recombinant tau K18 P301L, heparin-induced fibrillization, ThT fluorescence; P10636; AID 1460; also: nearly all actives have a fitted effect of over 55% in size
Target sequence (P10636 561-689 P618L limits assumed): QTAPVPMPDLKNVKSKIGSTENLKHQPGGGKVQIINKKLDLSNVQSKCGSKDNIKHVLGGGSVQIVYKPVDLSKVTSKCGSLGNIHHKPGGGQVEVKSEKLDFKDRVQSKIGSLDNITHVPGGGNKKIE
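Aggregation was driven by heparin (20 uM final) acting on recombinant tau […] bearing P301L in 100 mM sodium acetate pH 7; fibrils were detected with Thioflavin T.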
TR SRC2 fluor cs – Texas Red fluorescence interference in TRb-SRC2 counter-screen. AID 1479. Potency, µM (series often up to 106 µM), inactives show at the top dose fluorescence change, negative = quenching. TRb/SRC2 Texas Red total fluorescence interference. 280,000 tested, 0.29% active; active = well fitted curve in either direction with a large enough effect; inconclusive = small, poorly fitted or top-dose-only effect
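Flags fluorescent or light-absorbing compounds by total fluorescence, S + 2P, at 555 nm excitation and 632 nm emission. Mixture: 20 nM Texas Red SRC2 peptide, 0.6 uM human TRb LBD, 1 uM T3, 5% DMSO; compound exposure 5 h at ambient temperature.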
KDM4E inh – blocks human JMJD2E demethylase activity; B2RXH2; JMJD2E catalytic domain, FDH-coupled NADH fluorescence (FDH is formaldehyde dehydrogenase); Potency, µM (titrated, usually from 57.1 µM), inactives show at the top dose activity change, negative = inhibition, usual class: inhibitors; 230,000 tested, 1.6% active; AID 2147; active = well fitted inhibition curve with a large enough effect, not every such curve was filed as active; inconclusive = small, poorly fitted or top-dose-only effect, or another doubt; inactive = no such curve, though single readings can be large or run the other way;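 also: 0% = wells with enzyme and -100% = buffer wells without enzyme; nearly all actives have a fitted effect of over 50% in size; many of its hits are not listed in these tables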
Target sequence (B2RXH2 1-337 limits assumed): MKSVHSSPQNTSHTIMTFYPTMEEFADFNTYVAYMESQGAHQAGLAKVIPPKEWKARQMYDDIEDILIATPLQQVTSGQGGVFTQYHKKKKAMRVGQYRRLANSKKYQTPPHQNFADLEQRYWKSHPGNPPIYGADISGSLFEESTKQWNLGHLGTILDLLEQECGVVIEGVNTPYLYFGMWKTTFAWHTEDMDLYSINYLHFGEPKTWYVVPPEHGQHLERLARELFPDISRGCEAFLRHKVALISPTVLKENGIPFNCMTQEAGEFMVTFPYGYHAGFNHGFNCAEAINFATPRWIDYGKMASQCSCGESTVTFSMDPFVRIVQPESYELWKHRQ
RECQ1 helicase – inhibitors of human RECQ1 DNA helicase; RECQ1 DNA unwinding, red fluorescence kinetic read; 240,000 tested, 0.54% active; P46063; AID 2549; Potency, µM (titrated, usually from 57.3 µM), for inactives: top-dose activity, negative = inhibition, hits mostly inhibitors;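 also: plate controls were vehicle for no effect and no enzyme for full effect; nearly all actives have a fitted effect of over 30% in size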
Target sequence (P46063 whole entry, looked up): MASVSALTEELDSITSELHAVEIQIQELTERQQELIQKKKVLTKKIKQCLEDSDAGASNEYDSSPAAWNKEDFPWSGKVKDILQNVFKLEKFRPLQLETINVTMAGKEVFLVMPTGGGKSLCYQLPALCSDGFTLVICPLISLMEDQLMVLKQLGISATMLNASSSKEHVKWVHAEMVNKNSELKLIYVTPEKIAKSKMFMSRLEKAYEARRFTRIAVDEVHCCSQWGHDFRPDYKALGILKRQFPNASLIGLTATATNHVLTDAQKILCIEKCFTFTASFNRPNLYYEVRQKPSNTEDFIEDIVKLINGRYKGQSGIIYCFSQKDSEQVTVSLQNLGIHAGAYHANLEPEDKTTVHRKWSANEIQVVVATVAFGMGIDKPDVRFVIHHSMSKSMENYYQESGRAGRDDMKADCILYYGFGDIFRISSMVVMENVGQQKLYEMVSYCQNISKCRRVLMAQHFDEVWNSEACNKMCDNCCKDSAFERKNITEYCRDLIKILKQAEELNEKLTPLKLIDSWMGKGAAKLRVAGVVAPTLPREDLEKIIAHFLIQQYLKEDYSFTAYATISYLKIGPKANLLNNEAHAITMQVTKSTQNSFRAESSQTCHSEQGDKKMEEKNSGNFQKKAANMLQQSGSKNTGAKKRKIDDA
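RECQ1T1 50 nM; forked duplex (20 bp + 30-nt ss tails) 200 nM, ATP 2 mM final; pH 8.0, 2 mM MgCl2, 2.5 ug/ml poly(dI-dC); 15 min compound preincubation; discontinuous kinetic read over 2 h at RT.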
L3MBTL1 inh – inhibitors of human L3MBTL1 | Q9Y468 | AlphaScreen L3MBTL1–H3K9me1 peptide binding | Potency, µM (titrated, usually from 57.1 µM), inactives show at the highest dose activity, negative = inhibition, usual class: inhibitors | 230,000 tested, 0.66% active | AID 485360; also: nearly all actives have a fitted effect of over 60% in size
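AlphaScreen assay: L3MBTL1 (50 nM final) was preincubated 30 min at room temperature with biotinylated H3(1-15)K9me1 peptide (75 nM final), then 30 min with library compounds; streptavidin donor and nickel chelate acceptor beads (10 ug/mL final) added, 30 min dark.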
Tau FP inhib – inhibitors of human tau fibril formation; Potency, µM (series often up to 57.7 µM), for inactives: top-dose activity, negative = inhibition, usual class: inhibitors; K18 P301L tau heparin fibrillization, Alexa594 FP, 6 h; P10636; 280,000 tested, 0.39% active; also: nearly all actives have a fitted effect of over 55% in size
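Heparin (20 uM) drove fibril formation of recombinant tau K18 P301L, 15 uM unlabeled with 0.24 uM Alexa 594 label, for 6 hr at 37 C in 100 mM sodium acetate pH 7. Fluorescence polarization (555/632 nm) read 1 hr after 30 uM ThT.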
Active calls of the source: *; i = inactive; u = inconclusive; x = not tested or not shown; [ ] = dose if it differs, or a comment. Unless noted, calls follow the shape of the dose curve; as a rule, active = well fitted curve in the direction sought with a large enough effect; inconclusive = small, poorly fitted or top-dose-only effect, or another doubt; inactive = no such curve, though single readings can be large; an effect the other way counts as inactive or inconclusive. Unless noted, % is scaled to controls: 0 for no effect and ±100 for the full control effect; potency is read from the fitted curve at half-maximal effect.

SMILES	TRb SRC2 PPI	RGS12 GoLoco inh	Tau fibril ThT	TR SRC2 fluor cs	KDM4E inh	RECQ1 helicase	L3MBTL1 inh	Tau FP inhib
CCOc1ccc(/C(O)=C2/C(=O)C(=O)N(CC3CCCO3)C2c2ccc(C)o2)cc1 (stereo unspecified)	-4%	-22%	-20%	0%	-6%	3%	-6%	0%
COc1cc(C(=O)N(Cc2ccc(N(C)C)cc2)C2CCS(=O)(=O)C2)cc(OC)c1OC (stereo unspecified)	-1%	-17%	-4%	-2%	1%	-4%	-7%	2%
CCN(CC)CCNc1nc2c(c(=O)n(C)c(=O)n2C)n1C/C=C(/C)Cl	-1%	6%	-6%	1%	12%	i	0%	-3%
Cc1nc(SCC(=O)NCC(F)(F)F)c2c(-c3cccs3)csc2n1	1%	1%	0%	2%	4%	-4%	11%	-3%
Cc1ccc2c(ccc(=S)n2C)c1	-5%	6%	u	-1%	-16%	-12%	x	-8%
O=C(Nc1cc(S(=O)(=O)N2CCOCC2)ccc1N1CCOCC1)c1cc(=O)[nH]c2ccccc12	-4%	-18%	-8%	-1%	-9%	i	x	-2%
CCCNC1=C(C)C(=O)CC1	2%	8%	-1%	1%	-3%	i	2%	-4%
O=C(/C=C/c1ccc(F)cc1)NCCCN1CCN(CCCNC(=O)/C=C/c2ccc(F)cc2)CC1	-2%	1%	-15%	-5%	-6%	4%	-15%	-4%
Cc1ccc(-c2nnc(SCC(=O)N3CCCC3)o2)cc1	-13%	-1%	-14%	-1%	3%	-9%	0%	3%
CCOC(=O)c1ccc(N2C(=O)CC(N3CCN(C(=O)c4ccco4)CC3)C2=O)cc1 (stereo unspecified)	-4%	-1%	-9%	-2%	11%	i	-5%	-4%
COc1ccccc1CNC(=O)CCC(=O)Nc1nnc(C)s1	-8%	-13%	3%	-2%	8%	i	x	-5%
CC/C(=N\NC(=O)c1ccc(-c2ccccc2)cc1)C12CC3CC(CC(C3)C1)C2	-5%	7%	u	-3%	3%	-3%	x	-2%
C[N+]1(CC#CC(O)(c2ccccc2)c2ccccc2)CCCC1	0%	-40%	3%	2%	-8%	1%	-1%	1%
CCN(CC)C1=CC(=[N+]2CCCC2)CC(C)(C)C1	-5%	-31%	2%	1%	-11%	6%	-16%	4%
O=S(=O)(Nc1ccccc1F)c1ccc2nsnc2c1	2%	0%	-7%	1%	-1%	-1%	x	1%
Cc1ccc(-n2c(C)cc(C(=S)N3CCOCC3)c2C)cc1C	-6%	-14%	u	2%	7%	-4%	-7%	-5%
CCOc1ccc(N(CC(=O)Nc2ccccc2C(=O)NCc2ccco2)S(C)(=O)=O)cc1	-6%	-17%	-8%	-4%	-10%	i	x	3%
COc1cc(-c2cc(C(=O)NCCc3ccc(S(N)(=O)=O)cc3)c3ccccc3n2)cc(OC)c1OC	-5%	8%	-6%	-1%	u	-6%	5%	-8%
CN1CCN(c2ccc(CNC(=O)c3ccco3)cc2)CC1	-6%	1%	-10%	-7%	-3%	-12%	-2%	10%
CN1CCC(=NNC(=O)CN(c2cccc(Cl)c2)S(C)(=O)=O)CC1	-6%	4%	-7%	3%	50%[activator]	-4%	x	-11%
CCCc1nc2c(=O)n(C)c(=O)nc-2n(C)n1	u	-3%	14µM*	-5%	u	u	u	u
CCC(CC)C(=O)c1c[nH]c(C(=O)OC)c1	-2%	14%	-1%	-1%	2%	16%	-2%	-2%
O=C(Cn1c(=O)c2c(ncn2Cc2ccccc2)n(Cc2ccccc2)c1=O)N1CCCC1	x	-3%	-4%	x	-2%	-12%	8%	0%
N#C/C(=C\Nc1ccc(F)c(Cl)c1)S(=O)(=O)c1ccccn1	-5%	11%	-8%	0%	-18%	i	-7%	-2%
O=C(NCC(c1cccnc1)N1CCN(c2ccc(F)cc2)CC1)C1CCCCC1 (stereo unspecified)	-4%	6%	-10%	0%	5%	i	1%	2%
Cc1ccccc1C(=O)NC1CCN(Cc2nnnn2Cc2ccccc2)CC1	-1%	5%	9%	-6%	-8%	-10%	-3%	6%
Cc1ccc(-n2c(Cc3cccs3)nnc2SCC(N)=O)cc1	4%	7%	-7%	-3%	-2%	3%	x	12%
Cc1cc(C(C)(C)C)cc(C)c1C(=O)O	-4%	6%	-7%	0%	0%	0%	-3%	-15%
CCC(=O)Nc1cc(-c2nn(C)c(=O)c3ccccc23)ccc1N1CCOCC1	-2%	5%	4%	-1%	-4%	0%	x	3%
Cc1cnn(C(=S)NCc2ccc(Cl)cc2)c1	2%	6%	-14%	-5%	12%	-4%	18%	u
Cc1cccc2nc(CSc3ccc(Cl)cc3)cn12	-4%	11%	u	-1%	-1%	4%	-10%	-3%
CCOC(=O)C1(C)C=C(Nc2cccc(OC)c2)C(=O)N1c1ccccc1 (stereo unspecified)	-2%	31%[activator]	u	-1%	u	-16%	-2%	1%
C[C@@H]1CC=C[C@@H]2[C@H]1C(=O)N(Cc1ccccc1)[C@H]2c1ccccc1Br	-19%	6%	u	u	x	-6%[81.1 µM]	6%	-1%[81.3 µM]
COc1ccc(C2=NN(C(=O)CSc3nnc(C)c(=O)n3N)C(c3ccco3)C2)cc1 (stereo unspecified)	2%	-5%	-10%	-1%	11%	0%	x	4%
CCOc1ccc(NC(=O)C2Cc3ccccc3CN2S(=O)(=O)CC)cc1 (stereo unspecified)	5%	-2%	-13%	0%	10%	-10%	2%	0%
CCC12CN3CC(CC)(CN(C1)C3c1ccc([N+](=O)[O-])o1)C2=O (stereo unspecified)	7%	-5%	-8%	-1%	-20%	-2%	7%	-4%
Cc1ccc(-c2nn(-c3ccccc3)cc2/C=C2\SC(=S)N(CC(=O)O)C2=O)cc1	13%	9%	18µM*	-3%	8%	0%	-3%	-4%
Cc1ccc(SCc2ccc(C(=O)Nc3cccc([N+](=O)[O-])c3)cc2)cc1	-20%[53 µM]	-10%	-6%	0%[53 µM]	12%	i	-4%	-12%
CCOc1cccc(=O)c2c(C)n(-c3ccc(C(=O)O)cc3)c(C)c12	-1%	-7%	u	-2%	u	u	u	-9%
CCOc1ccc(NC(=S)NC(=O)/C=C/c2ccc(C)cc2)c([N+](=O)[O-])c1	-6%	-16%	-6%	-5%	-4%	2%	-14%	6%
COc1ccc(C(=O)Nc2nnc(Cc3cccs3)s2)cc1OC	5%	23%	5%	2%	-15%	i	2%	-8%
O=C(NCc1ccccc1)C1=C[C@@H](c2ccc(Br)cc2)C[C@@H](OCc2ccc(CO)cc2)O1	-2%	11%	-15%	0%	-27%	-19%	-1%	3%
O=C(CCS(=O)(=O)c1ccccc1)Nc1nc2c(s1)COc1ccccc1-2	9%	24%	u	-6%	u	-3%	-1%	-9%
Cc1c(NC(=S)NC(=O)C(C)(C)C)cccc1[N+](=O)[O-]	-3%	-5%	-6%	1%	-9%	-7%	-3%	7%
CC(=O)Nc1cccc(OCCCNS(=O)(=O)c2ccc(F)cc2)c1	-3%	6%	0%	-2%	-8%	0%	1%	-1%
CCOC(=O)Nc1cc(NC(=O)OCC)c(C)nc1C	-6%	8%	-8%	-1%	5%	-4%	1%	-11%
O=C(CCC(=O)N1CC2CCCN2c2ccccc21)NCc1cccc(Cl)c1 (stereo unspecified)	-2%	x	u	-28%	x	x	x	4%
CCO[C@H]1OC(C(=O)NCc2nc3ccccc3[nH]2)=C[C@@H](C2CCCCC2)[C@@H]1CCCO	-5%	2%	-3%	-1%	2%	-9%	2%	5%
CCN(CC)S(=O)(=O)c1ccc2c(c1)N(CC(=O)NCCc1ccc(OC)c(OC)c1)C(=O)CO2	-4%	x	4%	-1%	x	x	x	9%
Cc1ccc(F)c(NC(=O)C2CCCCC2C(=O)O)c1 (stereo unspecified)	-15%	7%	-14%	0%	1%	10%	2%	10%
Next part
SMILES	TRb SRC2 PPI	RGS12 GoLoco inh	Tau fibril ThT	TR SRC2 fluor cs	KDM4E inh	RECQ1 helicase	L3MBTL1 inh	Tau FP inhib
C/C(=N\N(C)C)C1=C(O)c2ccccc2C1=O	-4%	8%	-1%	-2%	8%	-6%	3%	1%
COc1ccc(C2C3=C(CC(C)(C)CC3=O)Oc3ncn(Cc4ccccc4)c(=N)c32)cc1 (stereo unspecified)	6%	3%	-14%	-3%	-4%	-19%	x	3%
CCc1ccc2oc(C(=O)NCc3ccccc3)cc(=O)c2c1	1%	x	0%	2%	x	x	x	-4%
O=c1c2ccccc2nc2n1C(CSCc1ccc(Cl)cc1)CS2 (stereo unspecified)	-2%	5%	-9%	0%	9%	8%	-4%	6%
Cc1ccc(S(=O)(=O)N2CCC(=O)N(CCOC(=O)Nc3ccccc3C)CC2)cc1	-5%	4%	-5%	2%	18%	-1%	2%	-1%
CC(OC(=O)CN(C)S(=O)(=O)c1ccc(Cl)cc1)C(=O)Nc1ccc(N2CCOCC2)cc1 (stereo unspecified)	-9%	-6%	-13%	-3%	6%	-2%	5%	-1%
CCOC(=O)Cn1c(=O)n(CC(=O)OCC)c2ccccc21	2%	9%	10%	-2%	-3%	i	4%[11.4 µM]	3%
O=C(NC1CCCCC1)N1CCCCCCC1	-16%	2%	-7%	1%	1%	3%	0%	1%
O=C(Nc1cccc(Br)c1)c1ccccc1-c1ccccc1	2%	15%	-13%	-1%	-26%	-6%	29%	-12%
CC(C)(C)c1ccc(C(=O)CSc2n[nH]c(=O)[nH]c2=O)cc1	-4%	0%	-7%	1%	3%	-10%	x	6%

Four entries picked at random from those above:
SMILES	TRb SRC2 PPI	RGS12 GoLoco inh	Tau fibril ThT	TR SRC2 fluor cs	KDM4E inh	RECQ1 helicase	L3MBTL1 inh	Tau FP inhib
COc1ccc(C2C3=C(CC(C)(C)CC3=O)Oc3ncn(Cc4ccccc4)c(=N)c32)cc1 (stereo unspecified)	6%	3%	-14%	-3%	-4%	-19%	x	3%
CC(OC(=O)CN(C)S(=O)(=O)c1ccc(Cl)cc1)C(=O)Nc1ccc(N2CCOCC2)cc1 (stereo unspecified)	-9%	-6%	-13%	-3%	6%	-2%	5%	-1%
O=C(Nc1cccc(Br)c1)c1ccccc1-c1ccccc1	2%	15%	-13%	-1%	-26%	-6%	29%	-12%
O=c1c2ccccc2nc2n1C(CSCc1ccc(Cl)cc1)CS2 (stereo unspecified)	-2%	5%	-9%	0%	9%	8%	-4%	6%

This is a subset; the hit share may differ from the screen's.
